High-throughput results deposited in PubChem by National Center for Advancing Translational Sciences (NCATS).
HT1080NT lethal: kills 2HG-producing HT-1080-NT fibrosarcoma cells | hit rate 1.6% among 360,000 | Potency, µM (highest dose often 46.1 µM), without a hit: top-dose activity, negative = less viability, usual class: cytotoxic | HT-1080-NT fibrosarcoma viability, CellTiter-Glo ATP luminescence, 48 h;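 note: NT is the 2HG producing partner of a matched IDH1 knockdown line; potency is the fitted concentration of half-maximal effect; 0% = DMSO-treated cells and -100% = media-only wells without cells; nearly all actives have a fitted effect of over 55% in size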
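Compounds were tested in concentration-response format on HT-1080-NT cells for 48 hours at 37 degrees C. Cell viability came from CellTiter-Glo luminescence; curves were classified by r2, response magnitude and activity.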
SW480 rerep: induces DNA re-replication in SW480 colon adenocarcinoma cells | SW480 DNA re-replication, Hoechst DNA content imaging, 48 h | Potency, µM (series often up to 46.1 µM), for the others: at the top dose re-replication activation, hits mostly activators | hit rate 1.8% among 340,000 | AID 624297; note: potency is the fitted concentration of half-maximal effect; % of control where 0% means no effect; nearly all actives have a fitted effect of over 55% in size
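DNA re-replication was detected as more nuclei of elevated Hoechst intensity after 48 hr exposure to compound (23 nL pinned per well of 250 cells).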
D3 ag: agonists of human D3 dopamine receptor; P35462; D3R DiscoveRx beta-arrestin cells, luminescence, 90 min; max activation, %; hit rate 0.58% among 410,000; AID 652048; in the data active = max activation above about 30%; note: 0% is about no effect; mostly tested at two doses, the higher about 12 µM
Target sequence (P35462 whole entry, looked up): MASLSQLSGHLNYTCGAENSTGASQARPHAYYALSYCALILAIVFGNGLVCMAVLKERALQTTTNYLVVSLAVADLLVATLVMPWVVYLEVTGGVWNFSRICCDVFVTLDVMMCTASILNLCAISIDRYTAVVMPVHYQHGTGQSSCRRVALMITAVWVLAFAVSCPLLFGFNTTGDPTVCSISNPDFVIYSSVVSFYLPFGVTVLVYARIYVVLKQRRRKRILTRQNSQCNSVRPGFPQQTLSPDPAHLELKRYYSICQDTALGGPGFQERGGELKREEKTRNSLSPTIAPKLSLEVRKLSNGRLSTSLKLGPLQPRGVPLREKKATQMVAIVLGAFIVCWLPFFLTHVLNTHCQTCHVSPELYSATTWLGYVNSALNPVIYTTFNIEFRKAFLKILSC
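Cells at 1500/well, incubated overnight, then treated with pinned compounds (dopamine as control) for 90 min at 37 degrees C. DiscoveRx reagent added for 30 - 60 minutes at room temperature; luminescence read.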
HT1080 IDH1KD tx: HT-1080 IDH1 knockdown cell toxicity (counter line). AID 686971. Potency, µM (highest dose often 46.1 µM), inactives show at the highest dose activity, negative = toxicity, actives largely listed as cytotoxic. hit rate 2% among 360,000. HT-1080 IDH1 knockdown viability, ATP luminescence, 48 h;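 note: potency is the fitted concentration of half-maximal effect; 0% = DMSO wells and -100% = cell-free medium wells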
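CellTiter-Glo luminescence after 48 h compound exposure at 37 degrees C of IDH1-knockdown HT-1080 cells in 5% FBS RPMI. %Activity scaled between DMSO wells and cell-free media wells, with curves fitted and assigned curve classes.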
KB-3-1 cytotox: KB-3-1 parental cell cytotoxicity; KB-3-1 viability, CellTiter-Glo ATP luminescence, 72 h; Potency, µM (doses to about 46.1 µM), for inactives: at the top dose activity change, negative = cytotoxic, hits mostly cytotoxic; hit rate 1.4% among 400,000; note: potency is the fitted concentration of half-maximal effect; % is set by controls: 0 for no effect and ±100 for the full control effect; nearly all actives have a fitted effect of over 60% in size
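Cells are dispensed, compounds pinned in, plates held at 37 °C for 72 h, then CellTiter-Glo is added and luminescence read after 10 minutes. Cell line: parental KB-3-1 in phenol-red-free DMEM, 10% FBS.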
IL-1B inflam inh: inhibitors of inflammasome signaling (IL-1 beta secretion) | THP-1 LPS/ATP IL-1B secretion, AlphaLISA, 16 h; active compounds read low | activity change, % at 57.5 µM | hit rate 4.7% among 360,000; in the data active = activity change below about -50%; inconclusive = mostly about -30% to -49%; note: % is set by controls: 0 for no effect and ±100 for the full control effect
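THP-1 cells pretreated 1 hr with compounds (up to 57.5 uM final), then stimulated with LPS (250 ng/mL final) plus ATP (1.25 mM final); secreted IL-1B measured by AlphaLISA after 16 hr, decreased signal indicating inhibition.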
GLP1R ag: agonists of human GLP-1 receptor; Potency, µM (top dose mostly 45.6 µM), for inactives: top-dose activation, hits mostly activators; P43220; AID 624172; HEK293 GLP-1R CRE-luciferase, luminescence, 4-6 h; cells express a hypersensitive GLP-1R form; hit rate 0.007% among 380,000; note: potency is the fitted concentration of half-maximal effect; % of control where 0% means no effect
Target sequence (P43220 whole entry, looked up): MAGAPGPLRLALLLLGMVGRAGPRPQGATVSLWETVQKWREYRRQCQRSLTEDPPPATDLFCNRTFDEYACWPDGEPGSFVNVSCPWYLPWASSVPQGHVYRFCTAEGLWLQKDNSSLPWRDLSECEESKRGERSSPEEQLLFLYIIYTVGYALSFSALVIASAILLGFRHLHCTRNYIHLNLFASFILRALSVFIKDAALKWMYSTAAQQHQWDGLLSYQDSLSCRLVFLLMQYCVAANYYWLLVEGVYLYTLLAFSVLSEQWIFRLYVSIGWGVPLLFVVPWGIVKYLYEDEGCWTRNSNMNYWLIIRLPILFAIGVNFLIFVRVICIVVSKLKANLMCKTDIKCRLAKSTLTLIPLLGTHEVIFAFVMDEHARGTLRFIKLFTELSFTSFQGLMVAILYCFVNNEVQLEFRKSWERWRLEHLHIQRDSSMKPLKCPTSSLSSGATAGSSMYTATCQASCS
KB-V1 MDR tox: kills drug-selected multidrug resistant KB-V1 cells | KB-V1 MDR cells viability, CellTiter-Glo, 72 h | Potency, µM (highest dose often 46.1 µM), without a hit: at the top dose activity change, negative = cytotoxicity, usual class: cytotoxic | hit rate 3.4% among 400,000; note: potency is the fitted concentration of half-maximal effect; % is set by controls: 0 for no effect and ±100 for the full control effect; nearly all actives have a fitted effect of over 60% in size
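Potencies derive from concentration-effect curves fitted to normalized luminescence (CellTiter-Glo) of KB-V1 cells treated for 72 h at 37 degrees C in phenol-red-free DMEM containing 10% FBS.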
DRD3 antagonist: D3 dopamine receptor (human) antagonism; hit rate 2.5% among 360,000; max response, negative = inhibition, %; P35462; D3R cells, DiscoveRx beta-arrestin luminescence, antagonist mode; active compounds read low; in the data active = max response below about -50%; inconclusive = no clear call, values can overlap the other calls; note: % is set by controls: 0 for no effect and ±100 for the full control effect; mostly tested at two doses, the higher about 12 µM
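Cells plated overnight at 1500 cells/well, then exposed to library compounds with dopamine controls for 90 minutes at 37 degrees C. DiscoveRx reagent added for 30–60 minutes at room temperature; luminescence read, quantitative HTS format.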
Active calls of the source: *; ? = inconclusive; / = not tested or not shown; [ ] = dose if it differs, or a comment. Unless noted, calls come from the whole dose curve; as a rule, active = well fitted curve in the direction sought with a large enough effect; inconclusive = small, poorly fitted or top-dose-only effect, or another doubt; inactive = no such curve, though single readings can be large; an effect the other way counts as inactive or inconclusive.

Value order: HT1080NT lethal, SW480 rerep, D3 ag, HT1080 IDH1KD tx, KB-3-1 cytotox, IL-1B inflam inh, GLP1R ag, KB-V1 MDR tox, DRD3 antagonist
COc1ccc(C(C(=O)NCC2CCCO2)N(C(=O)CNC(=O)c2ccco2)c2ccc(C)c(C)c2)cc1OC (centres undefined)
    16%, -1%, 9, 9%, 8%, 15, -1%, 6%, 2
COc1ccccc1CCNC(=O)CSc1ccc(-c2cccs2)nn1
    0%, 3%, -9, 4%, -3%, -9, 12%, ?, -8
COc1ccc(-c2cc(C(=O)N/N=C/c3ccc4c(c3)OCO4)c3ccccc3n2)c(OC)c1
    -21%, ?, -11, -23%, -3%, -17, -6%, -12%, -11
CCCn1c(SCC(=O)N2CCc3ccccc32)nnc1-c1ccco1
    0%, 0%, -4, -2%, 0%, -6, 6%, -13%, 2
COc1ccccc1CNC(=O)COC(=O)CCN=C1NS(=O)(=O)c2ccccc21
    4%, -4%, 7, 1%, 8%, 10, -7%, 26%, 15
CCOc1ccc2nc(NC(=O)CSc3nc(-c4ccccc4)c(C#N)c(=O)[nH]3)sc2c1
    -11%, 1%, 2, 10%, 10%, -2, 1%, 19%, -14
CN(C(=O)c1cccc(NC(=O)Cc2cccc(NC(=O)C3CCN(C(=O)C4CCC4)CC3)c2)c1)C1CC1
    1%, -19%, 12, 5%, 0%, 6, 10%, 0%, -21
Cc1onc(-c2ccccc2)c1C(=O)Nc1nc(-c2ccccc2)cs1
    -17%, 28%, 6, -23%, ?, 26, 0%, -9%, -56*
CCN(CC)C(=O)c1ccc(CS(=O)(=O)c2ccc(Br)cc2)cc1
    10%, -1%, 3, 6%, 7%, -17, 0%, ?, 16
CCCCc1nc(NCCN2CCOCC2)c(C#N)c2c1COC(C)(C)C2
    -6%, 25%, -6, 1%, 0%, -6, 6%, -19%, 18
CCOC(=O)C1CCN(Cc2nc3ccc([N+](=O)[O-])cc3c(=O)n2-c2ccc(OC)cc2OC)CC1
    4%, -11%, 4, 0%, 4%, 27, 4%, 0%, 3
COc1cccc(N(CC(=O)N2CCOCC2)S(C)(=O)=O)c1
    -3%, 1%, -2, 3%, -16%, -10, -1%, -24%, -15
COc1ccccc1CNC(=O)c1cc(-c2ccc(F)cc2OC)n[nH]1
    -5%, /, 1, -2%, 0%, -51*, -5%, -6%, 0
C/C(CC(=O)Nc1ccc(N(C)C)cc1)=N\NC(=O)c1ccncc1
    11%, 20%, 4, 0%, 0%, 0, 7%, -4%, -3
Cc1ccccc1NC(=O)C(C)Sc1nnc(CN2CCCC2)n1Cc1ccccc1 (centres undefined)
    0%, /, -4, -2%, 0%, -22, 1%, ?, 2
COc1cc(/C=N\NC(=O)c2ccc(-c3ccccc3)cc2)cc(OC)c1O
    0%, 0%, 2, -21%, -4%, ?, 28%, 0%, 11
O=C(Nc1ccc(N2CCCC2)cc1)c1cc([N+](=O)[O-])ccc1N1CCOCC1
    -28%, ?, -8, ?, ?, -13, 3%, ?, -22
COc1ccc(S(=O)(=O)Nc2ccc(S(=O)(=O)N3CCCCC3)cc2)cc1OC
    8%, 0%, 5, -1%, 1%, 44, 4%, 19%, 13
O=S(=O)(NCc1ccccc1Cl)c1ccc(-n2cnnn2)cc1
    -1%, -1%, 0, 1%, -9%, -19, 10%, -19%, -13
COCCNC(=O)/C(C#N)=C/c1cccs1
    20%, 14%, -2, 4%, -2%, /, 6%, 7%, 3
COc1ccc(NC(=O)CSc2c(C)nn(-c3nnc(C)c(=O)[nH]3)c2C)cc1
    0%, -1%, 4, 3%, 4%, 0, -1%, 5%, -24
Cc1cc(NC(=O)CSc2nc3c(sc4ccccc43)c(=O)n2CCCN2CCOCC2)n[nH]1
    -12%, 7.3µM*, -1, -29%, 13µM*, -1, 19%, -14%, -8
CC(Cc1ccccc1)Nc1ncnc2c1ncn2C1OC(CO)C(O)C1O (centres undefined)
    -27%, -68%[inhibitor], 18, -1%, 0%, -19, 18%, 8%, -9
CCCOc1ccc(N2CC(C(=O)Nc3ccc(N4CCOCC4)cc3)CC2=O)cc1 (centres undefined)
    12%, -17%, -2, 10%, 5%, 7, -2%, ?, 6
Cc1ccc(CN(c2ccc(C(=O)N3CCOCC3)cc2)S(C)(=O)=O)cc1
    5%, -4%, 1, 0%, -2%, -16, 2%, 2%, -22
O=[N+]([O-])c1ccccc1/C=C/c1ccc2ccccc2n1
    ?, 14%, 4, -21%, -2%, -79*, ?, -26%, 5
O=C(NCCCCCCCN1CCCCCCC1)C(C1CCCCC1)C1CCCCC1
    -16%, ?, -29, ?, ?, -82*, -19%, 3.3µM*, -65*
CCc1ccccc1N(CC(=O)Nc1cccc(N(C)S(C)(=O)=O)c1)S(C)(=O)=O
    2%, -4%, -6, 3%, 5%, -16, 14%, -21%, 15
COc1ccc(C(=O)CSc2n[nH]c(=O)[nH]c2=O)cc1
    5%, -8%, 1, 1%, 7%, 11, -1%, -8%, 6
COc1ccc(C)c(NC(=O)C2CC(=O)NC3=C2C(=O)CCC3)c1 (centres undefined)
    2%, -7%, -5, 5%, -2%, 35, 11%, -2%, -9
O=C(OCCN1CCCCC1)c1ccccc1Cl
    -1%, 1%, 1, 1%, -5%, 26, 11%, 17%, -68*
Fc1ccc(NC(=S)NC2CC3CCCC(C2)N3Cc2cccs2)cc1 (centres undefined)
    0%, -6%, -16, -5%, -9%, ?, 6%, 0%, -54*
CC1O[C@H](OC2C(COC3OC(CO)C(O)[C@H](O)C3O)OC(OC3CC[C@]4(C)C(CC[C@@]5(C)[C@@H]4C=C[C@]46OC[C@@]7(CCC(C)(C)C[C@H]74)C(O)C[C@@]56C)C3(C)C)C(O)C2O)C(O)C(O)C1O (some centres undefined)
    0%, 0%, 4, 9%, ?, 2, 4%, ?, 0
O=C(Nc1ccccc1C(=O)N1CCCCC1)NC1CCCCC1
    13%, -1%, -4, 10%, 13%, -7, 3%, ?, -15
CC(=O)NCCC(=O)N(C)CC1CCN(CCc2cccc(C(F)(F)F)c2)CC1
    12%, -7%, -6, 2%, 8%, -1, 10%, 0%, -2
Cc1ccc(-c2cc3c(n2-c2ccc(C(=O)O)cc2)CCCC3=O)cc1
    -3%, /, -10, -4%, 25%, 0, 2%, -8%, 4
Cc1ccc(S(=O)(=O)NN2C(=O)c3ccccc3NC2c2ccccn2)cc1 (centres undefined)
    2%, ?, 10, 2%, 8%, -112*, 0%, -27%, -9
Cc1c(N2C(=O)c3ccc4c5c(ccc(c35)C2=O)CC4)c(=O)n(-c2ccccc2)n1C
    5%, -12%, 0, 8%, 8%, -2, -3%, 20%, 15
COc1ccc(Cl)cc1-c1nc(N)nc(N(C)C)n1
    3%, -6%, 5, 10%, 8%, -4, -4%, 21%, -1
O=C(NCC(c1ccco1)N1CCCC1)c1ccccc1F (centres undefined)
    -2%, -2%, -2, 0%, 6%, 0, 15%, -15%, ?
COC(Cn1c2c(c3cc(C)ccc31)CCCC2NCc1ccccc1)OC (centres undefined)
    -4%, 0%, -19, -10%, 0%, 12, -4%, ?, -76*
CCc1ccc(OC)c(S(=O)(=O)Nc2ccc(Cc3ccncc3)cc2)c1
    ?, ?, 8, ?, ?, -76*, 20%, ?, -2
Cn1nnnc1Sc1ncnc2scc(-c3cc4ccccc4o3)c12
    /, ?, /, /, ?, /, -9%, ?, /
CC(=O)c1cccc(NC(=O)NNC(=O)CCC(=O)Nc2ccc(C)c(C)c2)c1
    1%, -1%, -7, 2%, 5%, 0, 10%, -2%, -14
O=C(CCS(=O)(=O)c1ccc(Br)cc1)Nc1ccccn1
    -1%, -2%, -6, 0%, 18%, 67, 4%, 7%, -15
Cc1oc2c(c(=O)c1C)C(=O)CC(c1ccccc1)C2 (centres undefined)
    8%, -1%, 4, 6%, 17%, -12, -14%, 8%, 9
O=C(Nc1ccccc1Br)C1CCCN(S(=O)(=O)c2cccc3nsnc23)C1 (centres undefined)
    /, /, 0, /, -10%, /, 0%, 2%, /
O=C(N/C=N/O)C1=NOC(CNc2ncc(C(F)(F)F)cc2Cl)C1 (centres undefined)
    -2%, -6%, -3, 2%, 2%, -17, 11%, 30%, -9
COc1ccccc1C(=O)N/C(=C\c1ccccc1)C(=O)NCc1ccco1
    13%, -2%, 2, 11%, 0%, -10, 7%, 0%, 7
CC(C)C[C@@H]1CN(CCCC[C@H]2CNC(=O)C(=O)N2CCC2CCCCC2)C(=O)C(=O)N1Cc1ccccc1
    ?, /, 0, ?, 2%, ?, -4%, 0%, 26
CCn1cc(C(=O)O)c(=O)c2cc(F)c(N3CCN(C(=S)Nc4ccccc4OC)CC3)cc21
    0%, -2%, 0, -2%, ?, -16, -3%, -15%, -19
COc1ncnc2c1ncn2CCCN(C)CCc1ccccn1
    -1%, /, -8, -2%, -8%, 0, 4%, 7%, 0

Nothing new here: an excerpt of the list.
Value order: HT1080NT lethal, SW480 rerep, D3 ag, HT1080 IDH1KD tx, KB-3-1 cytotox, IL-1B inflam inh, GLP1R ag, KB-V1 MDR tox, DRD3 antagonist
Cc1ccccc1NC(=O)C(C)Sc1nnc(CN2CCCC2)n1Cc1ccccc1 (centres undefined)
    0%, /, -4, -2%, 0%, -22, 1%, ?, 2
COc1cc(/C=N\NC(=O)c2ccc(-c3ccccc3)cc2)cc(OC)c1O
    0%, 0%, 2, -21%, -4%, ?, 28%, 0%, 11
